phage Ecoli inh: E. coli growth loss with phage present; growth absorbance; inhibition, % at 11.9 µM; actives 0.26% (n = 360,000); in the data active = inhibition above about 11%
Wnt bcat act: Wnt/beta-catenin pathway activation. Wnt/beta-catenin reporter cell assay, activator, plate reader. activation, % at 9.35 µM. actives 1.2% (n = 300,000); in the data active = activation above about 30%, passing the limit was not always enough;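 note: 0% = neutral control wells and 100% = positive control wells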
The depositor's hits bear a star. Not all compounds are listed, so the mix of outcomes need not match the whole.

phage Ecoli inh | Wnt bcat act | SMILES
1.3 | -3 | CN[C@H]1C[C@H]2c3[nH]c4c(-c5ccc6c(c5)OCO6)cccc4c3CCN2C(=O)[C@H]1[C@H](C)O
3.3 | 4 | COCCNC(=O)C1(C)CCCN(Cc2cccc(F)c2)C1 (stereo not drawn)
1.9 | 1 | CCCN(C(=O)CSCc1ccc(C)cc1)c1c(N)n(Cc2ccccc2)c(=O)[nH]c1=O
3.0 | 1 | CC1(C(=O)NCc2ccc(F)c(F)c2)Cc2c(-c3cccc(C(N)=O)c3)ccnc2O1 (stereo not drawn)
3.9 | 0 | CN1CCN(c2ccc(S(=O)(=O)N3CCCCC3)cc2NC(=O)CSC(C)(C)C)CC1
-0.2 | -2 | C=C[C@]1(C)C=C2C(=O)[C@@]3(O)OC(=O)[C@@]4(CCCC(C)(C)[C@H]34)[C@@]2(O)CC1
1.3 | -3 | CC1(C(=O)Nc2ccccc2)CCN1C(=O)C1(c2ccc(Cl)cc2)CC1 (stereo not drawn)
2.2 | 0 | CC(C)NC(=O)c1cc(C2CCCCN2C(=O)c2ccccc2)on1 (stereo not drawn)
1.2 | -5 | O=C(CNC(=O)c1cccc(-n2cccc2)c1)Nc1ccccc1Br
3.9 | 0 | CC1(C(=O)NC2CCN(Cc3ccccc3)CC2)CCN1Cc1cc2ccccc2o1 (stereo not drawn)
3.5 | 1 | COC(=O)Cc1nnn2c1[C@@H](C)[C@@H](c1ccccc1Br)OC[C@@H]2c1ccccc1
-0.5 | -8 | CCC(CC)C(=O)N(C)c1c(C)nc2c(OCCC3CCCCC3)cccn12
1.4 | 13 | CS(=O)(=O)N(CC(=O)N1CCOCC1)c1cccc(Cl)c1
3.2 | -7 | CSc1ccc(C(O)c2ncc(-c3ccccc3Cl)[nH]2)cc1 (stereo not drawn)
2.1 | -2 | CCOC(=O)N1CCN(C(=O)C[C@@H]2C[C@@]3(C(=O)OCC)CCCC=C3N(CCc3ccc(OC)c(OC)c3)C2=O)CC1
0.9 | -5 | Nc1[nH]c(C(=O)c2ccccc2)c(-c2ccc(F)cc2)c1C(=O)NCCc1c[nH]c2ccccc12
0.7 | 0 | C[C@@H]1CN([C@H](C)CO)C(=O)c2cc(Br)cnc2O[C@H]1CN(C)C(=O)Cc1ccncc1
0.5 | -1 | CC1(C)NC(=O)N(CCC(=O)Nc2ccc(C(C)(C)C)cc2)C1=O
3.5 | -1 | CCOc1ccc(-c2cccc(NS(=O)(=O)c3cccc([N+](=O)[O-])c3)c2)nn1
6.4 | -2 | COc1ccc(C(C(=O)Nc2ccc(F)cc2)N2CCN(c3cccc(C(F)(F)F)n3)CC2)cc1 (stereo not drawn)
0.6 | 1 | Nc1sccc1C(=O)N1CCN(c2ccccc2)CC1
1.9 | -2 | CCOC(=O)[C@@H]1CSCCS(=O)(=O)N1C(=O)[C@H](CC(C)C)NC(=O)OC(C)(C)C
2.0 | -1 | COC(=O)c1ccccc1NC(=O)CSc1nc2ccsc2c(=O)n1Cc1ccc(C(=O)O)cc1
4.8 | 1 | Cc1ccc(-c2nc3ccc(Br)cn3c2Cc2ccccc2)cc1
0.7 | -4 | COC(=O)c1cc2c(c3c4cc(OC)ccc4n(S(=O)(=O)c4cccc(C)c4)c13)C(=O)N(Cc1ccc(N(C)C)cc1)C2

Single entries from the results shown.
Wnt bcat act with CC1(C)NC(=O)N(CCC(=O)Nc2ccc(C(C)(C)C)cc2)C1=O stands at -1
phage Ecoli inh with Nc1[nH]c(C(=O)c2ccccc2)c(-c2ccc(F)cc2)c1C(=O)NCCc1c[nH]c2ccccc12 stands at 0.9
phage Ecoli inh with C=C[C@]1(C)C=C2C(=O)[C@@]3(O)OC(=O)[C@@]4(CCCC(C)(C)[C@H]34)[C@@]2(O)CC1 stands at -0.2

(next part)
phage Ecoli inh | Wnt bcat act | SMILES
5.3 | -2 | CN(Cc1ccccc1)C(=O)c1csc([C@@H]2O[C@H](CO)[C@H](O)[C@H](O)[C@H]2O)n1
0.0 | -12 | CC1(Cc2cccc(C#N)c2)C(=O)Nc2ccc(-c3cccc(C(F)(F)F)c3)cc21 (stereo not drawn)
2.6 | 0 | Cc1nc2ccc(C(=O)N3CCN(c4ccccc4)CC3)cn2c1N(C)C(=O)CCc1ccccc1
3.5 | -2 | C[C@H]1CN([C@@H](C)CO)C(=O)c2cc(-c3cccnc3)cnc2O[C@H]1CN(C)Cc1ccc(Oc2ccccc2)cc1
4.2 | -2 | COc1cccc(CNC(=O)[C@@H]2CCCN2C(=O)[C@H]2CCCCN2S(=O)(=O)c2ccc(OC)c(C)c2)c1
0.4 | 6 | O=C(CSc1ncccn1)N(Cc1cccnc1)C(CCc1ccccc1)c1nc2ccccc2[nH]1 (stereo not drawn)
2.8 | -1 | Cc1cccc(NC(=O)C(C)OC(=O)CNC(=O)C2CCCCC2)c1 (stereo not drawn)
0.2 | -2 | C[C@H](CO)N1C[C@H](C)[C@@H](CN(C)S(=O)(=O)c2cccs2)OCc2cnnn2CCCC1=O
3.1 | -2 | COc1cccc(-c2ccc3c(c2)O[C@@H](CN(C)Cc2cncnc2)[C@@H](C)CN([C@H](C)CO)S3(=O)=O)c1
2.5 | -2 | CCOC(=O)[C@]12CCC=C1N(Cc1ccc3c(c1)OCO3)C(=O)[C@H](CC(=O)N1CCOCC1)C2
3.0 | 0 | CC(C)CNC(=O)C1(C)CCCN1C(=O)c1ccc2ccccc2n1 (stereo not drawn)
0.2 | -4 | C/C=C/c1ccc2c(c1)O[C@@H](CN(C)C(=O)c1ccc(F)cc1)[C@@H](C)CN([C@H](C)CO)S2(=O)=O
-1.8 | -2 | CCC1Cc2[nH]c(=S)[nH]c(=O)c2C(c2ccc(Cl)cc2)O1 (stereo not drawn)
3.1 | -1 | CCCc1nc2ccc(C(=O)OC)cn2c1Cc1ccccc1
1.9 | 3 | NC(Cc1ccc(F)cc1)c1csc(Nc2ccc(S(N)(=O)=O)cc2)n1 (stereo not drawn)
5.3 | -1 | COCCCN1C(=O)C(CC(=O)NCc2cccc3ccccc23)CC(C(=O)N(C)C)=C1C (stereo not drawn)
2.4 | -1 | COC(=O)N(C)C[C@@H]1OCc2cnnn2CCCC(=O)N([C@@H](C)CO)C[C@H]1C
0.3 | -3 | CCC(=O)N1CCCC1(C)C(=O)Nc1cc(OC)ccc1OC (stereo not drawn)
2.8 | 0 | Cc1cc(F)cc(-c2cc(C(=O)NCC3CCCCC3)[nH]n2)c1
3.3 | -3 | CC1(C)OC(=O)C2=C(C[C@@H](CCOCc3ccccc3)O[C@@H]2c2ccc(F)cc2)O1
2.2 | 0 | COc1cc(OC)nc(Nc2nc(CN)cs2)n1
3.8 | -3 | CCOC(=O)C1(C)CCCN(C(=O)Cc2ccc3ccccc3c2)C1 (stereo not drawn)
5.1 | -1 | COc1ccc(C(NC(=O)C2CCN(CCOc3ccc(Cl)cc3Cl)CC2)c2ccccc2C)cn1 (stereo not drawn)
0.2 | -5 | N#CCCN(Cc1ccccc1)C(C(=O)NC1CCCCC1)c1ccnc2ccccc12 (stereo not drawn)
1.5 | -2 | C[C@@H]1CN([C@@H](C)CO)C(=O)c2cc(Br)cnc2O[C@H]1CN(C)C(=O)Cc1cccnc1
0.3 | -1 | COc1ccc(C(=O)N2CCCCC2c2cc(C(=O)NCc3ccc(Cl)c(Cl)c3)no2)cc1 (stereo not drawn)
1.9 | -3 | C[C@@H](c1ccccc1)N1C[C@@H](COCc2ccccc2)Oc2cc(N3CC[C@@H](O)C3)ccc2S1(=O)=O
1.8 | -2 | Cc1cccc(C)c1NC(=O)C(c1cccc2ccccc12)n1c(=O)c(-c2ccco2)nc2ccccc21 (stereo not drawn)
1.8 | -2 | Cc1ccc(S(=O)(=O)N2CCC(=O)N([C@H](COCc3ccccc3)Cc3ccccc3)CC2)cc1
5.4 | -4 | COC(=O)[C@@]1(Sc2ccc(C)cc2)CC(=O)N(c2ccc(Cl)cc2)[C@@H]1c1ccccc1
1.3 | 38* | O=C(Nc1ccc(F)c(Cl)c1)c1cc(C2CCCN(C(=O)C3CC3)C2)on1 (stereo not drawn)
4.8 | -4 | COCc1cc(N2CCNC[C@H]2C)ccc1N1CCN(Cc2ccccc2)[C@@H](C)C1
-3.0 | 2 | O=C(C(=O)N1CCC(c2ccccc2)CC1)c1ccc(F)c(F)c1
2.7 | -2 | CC(C)C[C@@H](COCc1ccc(Cl)cc1)N1CCN(C(=O)c2ccc(C(F)(F)F)cc2)CCC1=O
2.1 | 3 | CCn1c(SCC(=O)N2CCCCC2)nc2c([nH]c3ccccc32)c1=O
2.1 | -4 | C=C1C(=O)OCC2C(C(=O)O)=CC3C(C)C(C)=CC123 (stereo not drawn)
-0.2 | -3 | CCOC(=O)[C@]12CCC=C1N(Cc1ccco1)C(=O)[C@H](CC(=O)NCCc1ccccc1OC)C2
7.3 | -1 | COC(=O)C[C@@H]1C[C@H]2c3cc(NC(=O)C4CCC4)ccc3O[C@H]2[C@@H](CO)O1
3.0 | -2 | COc1ccc(Cl)cc1CC1(C)C(=O)Nc2ccc(-c3ccccc3OC)cc21 (stereo not drawn)
2.7 | -1 | O=C(OCc1ccccc1)N1CCC2CC1c1ccc(N3CCNCC3)cc12 (stereo not drawn)
1.7 | -2 | CCC(c1nnnn1-c1ccc2c(c1)OCCO2)N1CCN(c2ccccn2)CC1 (stereo not drawn)
-0.2 | -2 | CC1=C(C(=O)N(C(C)C)C(C)C)CC(CC(=O)NCCCCc2ccccc2)C(=O)N1Cc1ccccc1 (stereo not drawn)
4.6 | -2 | CC1(C)NC(=O)C(CCc2ccccc2)NC1=O (stereo not drawn)
0.2 | -2 | O=C(OCc1ccccc1)N1CCC2CC1c1ccc(-c3ccc4c(c3)OCO4)cc12 (stereo not drawn)
0.6 | 1 | COCCN1C(=O)COc2ccccc2C1C(=O)NC(C)(C)C (stereo not drawn)
2.3 | 0 | COC(=O)CCN1CCSCCS1(=O)=O
1.9 | 10 | CC(=O)c1cccc(NC(=O)C2Cc3c(-c4ccccc4)ccnc3O2)c1 (stereo not drawn)
0.0 | 0 | COc1ccc(C(=O)CC2(O)C(=O)N(CN3CCOCC3)c3ccc(Br)cc32)cc1 (stereo not drawn)
-0.1 | -1 | CSc1ncnc2c1ncn2CCCNCc1ccccn1
1.4 | -2 | O=C(NCCN1CCC(n2c(=O)[nH]c3ccccc32)CC1)c1cccnc1

One compound at a time (already shown):
`COC(=O)C[C@@H]1C[C@H]2c3cc(NC(=O)C4CCC4)ccc3O[C@H]2[C@@H](CO)O1` across the screens: phage Ecoli inh: 7.3; Wnt bcat act: -1
`COc1ccc(C(=O)N2CCCCC2c2cc(C(=O)NCc3ccc(Cl)c(Cl)c3)no2)cc1` (stereo not drawn) across the screens: phage Ecoli inh: 0.3; Wnt bcat act: -1

Carrying on:
phage Ecoli inh | Wnt bcat act | SMILES
1.4 | -4 | CCOC1=C2CN(S(=O)(=O)c3ccc(C)cc3)C(c3ccc(CC)cc3)CC2N(S(=O)(=O)c2ccc(C)cc2)C(c2ccc(CC)cc2)C1 (stereo not drawn)
-0.8 | -4 | CC12CCCC(=O)C1CCC(=Cc1ccco1)C2=O (stereo not drawn)
1.6 | -3 | COc1cc(Cn2c3ccc(NC(=O)NCc4ccc(F)cc4)cc3c(=O)n2C)ccc1F
1.4 | 1 | CC(C)(C)C1=CC(CC(N)=O)(C(C)(C)C)OC1=O (stereo not drawn)
3.2 | 0 | COc1cccc(C=C(C#N)C(=O)c2ccccc2)c1
1.9 | -3 | CC(=O)Nc1ccc(NC(=O)C2Cc3c(-c4cccc(C(C)=O)c4)ccnc3O2)cc1 (stereo not drawn)
0.1 | -3 | Cn1nc(C2CC2)cc1NC(=O)C1(C)CCN1C(=O)CC(c1ccccc1)c1ccccc1 (stereo not drawn)
2.1 | 0 | COCCN1C(=O)CCC1(C)c1nnnn1Cc1ccccc1 (stereo not drawn)
3.3 | -2 | Cc1ccccc1C(=O)N(C)[C@H]1C[C@H]2c3[nH]c4c(-c5ccc6c(c5)OCO6)cccc4c3CCN2C(=O)[C@H]1[C@H](C)O
1.3 | 1 | CC1(C(=O)NCC2CC2)Cc2c(-c3cccc(C(N)=O)c3)ccnc2O1 (stereo not drawn)
0.4 | 0 | NC(c1ccccc1)c1csc(NC(=O)Nc2cccc(C(F)(F)F)c2)n1 (stereo not drawn)
2.1 | -1 | CC1=C(C(=O)N(C(C)C)C(C)C)CC(CC(=O)NC2CCCC2)C(=O)N1CCC1=CCCCC1 (stereo not drawn)
0.1 | -7 | CC(=O)NC(c1cccc(F)c1)c1nc(-c2csc3ccccc23)cs1 (stereo not drawn)
3.4 | -3 | C[C@H]1[C@@H](c2ccccc2)Oc2ccc(Cl)cc2S(=O)(=O)N1Cc1cccc(Cl)c1
4.2 | -4 | COC(=O)[C@@]12C[C@@H](CC(=O)NCc3cccc4ccccc34)C(=O)N(Cc3ccc4c(c3)OCO4)C1=CCC(C)(C)C2
3.0 | 0 | CCCCN1C(=O)C(CC(=O)NCCN2CCOCC2)CC(C(=O)N2CCCCCC2)=C1C (stereo not drawn)
2.4 | -1 | COc1cccc(C(O)c2nc(-c3cccc(F)c3)cs2)c1 (stereo not drawn)
1.4 | -3 | CC1=C(C(=O)N(C)C)CC(CC(=O)NC2CCCC2)C(=O)N1Cc1ccccc1 (stereo not drawn)
-0.4 | -3 | COc1cc2ccc(C(C)=O)cc2cc1OC
-0.1 | 0 | CCCCNC(=O)C[C@@H]1C[C@@]2(C(=O)OC)CCCCC=C2N(Cc2ccco2)C1=O
-3.0 | -1 | CCOC(=O)[C@]12CCCC=C1N(Cc1cccc3ccccc13)C(=O)[C@H](CC(=O)NCc1ccccc1)C2
0.8 | -3 | CC(=O)Nc1ccc(-c2ccnc3c2CC(C(=O)NCc2ccccc2)O3)cc1 (stereo not drawn)
4.0 | -3 | O=C(CSc1ccccn1)NC1CCCc2c1cnn2-c1ccccc1F (stereo not drawn)

Quoted at random: two records from the list
phage Ecoli inh | Wnt bcat act | SMILES
4.0 | -3 | O=C(CSc1ccccn1)NC1CCCc2c1cnn2-c1ccccc1F (stereo not drawn)
2.1 | -1 | CC1=C(C(=O)N(C(C)C)C(C)C)CC(CC(=O)NC2CCCC2)C(=O)N1CCC1=CCCCC1 (stereo not drawn)

Screening data deposited in PubChem BioAssay by several laboratories.
